# mIAP inh: blocks mouse intestinal alkaline phosphatase | AID 2806 | purified mouse IAP, CDP-Star luminescence, 30 min | inhibition, % at 10 µM | 330,000 tested, 0.2% active;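 active = inhibition of at least 40% at 10 µM in the primary screen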;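 also: plate controls were DMSO with enzyme for no effect and no enzyme wells for full effect; values of inactives mirror those of a sister screen read the other way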
# MIN6 prolif: induces beta-cell replication in MIN6 cells. MIN6 cells proliferation, ATPlite luminescence, 48 h; cells starved in 0.2% serum; 100% = growth in 10% serum. proliferation, % at 10 µM. 330,000 tested, 0.29% active;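 active = compounds whose signal lies at least 3.5 SD above the mean of all wells on their plate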;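 also: 0% = DMSO-treated cells in low-serum medium and 100% = 10% serum control; some compounds called inactive have numbers as strong as hits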
# hIAP inh: human IAP inhibition | purified IAP, CDP-Star luminescence, 30 min | inhibition, % at 10 µM | 330,000 tested, 0.12% active | AID 2544;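 active = inhibition reaching a set limit with compound at 10 µM in the primary screen, cut at about 35% in these data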;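 also: plate controls were DMSO wells with enzyme for no effect and no-enzyme buffer wells for full effect; values of inactives mirror those of a sister screen read the other way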
# Target sequence (P09923 whole entry, looked up): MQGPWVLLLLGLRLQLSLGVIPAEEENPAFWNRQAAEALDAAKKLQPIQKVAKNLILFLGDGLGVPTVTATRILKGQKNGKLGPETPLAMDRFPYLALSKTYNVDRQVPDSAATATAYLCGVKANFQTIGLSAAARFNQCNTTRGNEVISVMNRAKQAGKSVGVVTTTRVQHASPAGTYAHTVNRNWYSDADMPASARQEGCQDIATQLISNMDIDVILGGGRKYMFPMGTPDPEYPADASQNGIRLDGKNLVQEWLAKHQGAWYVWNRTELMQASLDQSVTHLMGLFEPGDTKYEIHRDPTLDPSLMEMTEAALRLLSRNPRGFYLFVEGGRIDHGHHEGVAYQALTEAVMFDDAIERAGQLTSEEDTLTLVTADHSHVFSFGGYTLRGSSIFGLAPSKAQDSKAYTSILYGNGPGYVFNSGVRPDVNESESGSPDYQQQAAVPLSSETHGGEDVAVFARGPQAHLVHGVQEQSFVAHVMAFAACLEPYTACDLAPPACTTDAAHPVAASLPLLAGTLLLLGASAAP
# tim10-1 inh: growth inhibitors of tim10-1 mutant yeast; S. cerevisiae tim10-1 ts strain growth, BacTiter-Glo, 24 h; inhibition, % at 20 µM; 330,000 tested, 2.2% active; AID 463190;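 active = inhibition of at least 40%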;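 also: mutant grown at 25 °C; 0% = DMSO wells with yeast and 100% = wells holding no yeast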
# mIAP activ: increases mouse intestinal alkaline phosphatase activity. muIAP, CDP-Star luminescence, 30 min; active compounds read high; 1 = vehicle-only enzyme signal, 0 = enzyme-free wells. activation factor at 10 µM. 330,000 tested, 0.24% active;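 active = activation factor of at least 2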; also: the source names both 10 and 20 µM as test concentration; values of inactives mirror those of a sister screen read the other way
#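 System: mouse IAP enzyme. Reagent: CDP-Star chemiluminescent phosphatase substrate. Benchmarks: DMSO wells, no-enzyme wells. Times: 30 min enzyme-substrate-compound incubation at room temperature. Detection: luminescence from enzymatic CDP-Star hydrolysis. Doses: test compounds delivered from DMSO solution.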
# A3A deaminase: blocks human APOBEC3A ssDNA deamination; 330,000 tested, 0.41% active; AID 493011; inhibition, % at 20 µM; P31941; recombinant A3A, FAM/TAMRA ssDNA deamination fluorescence;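 active = at least 40% inhibition at 20 µM here, with at most 30% in a related deaminase screen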;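 also: plate controls were A3A with DMSO for no effect and wells lacking A3A enzyme for full effect; some results filed as inactive read as strong as hits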
# NALP3 yeast inh: NALP3 inhibition in yeast; Yeast reconstituted NLRP3/ASC/caspase-1, beta-gal luminescence, 24 h; inhibition, % at 10 µM; 330,000 tested, 0.39% active; AID 2825;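 active = inhibition of 50% or more; inactive = inhibition below 50%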;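 also: plate controls were induced DMSO wells for no effect and uninduced yeast grown without galactose for full effect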
# TIM10 inh: TIM10 yeast growth inhibition; S. cerevisiae TIM10 strain growth, BacTiter-Glo luminescence, 24 h; inhibition, % at 10 µM; 330,000 tested, 1.4% active;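 active = inhibition of 40% or more at the single tested concentration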;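 also: wild-type TIM10 isogenic control strain grown at permissive 25 °C; 0% = DMSO yeast wells and 100% = minimal medium wells without yeast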
# APOBEC3G inh: blocks human APOBEC3G single-stranded DNA deamination; recombinant A3G, ssDNA deamination FAM/TAMRA fluorescence; AID 493012; Q9HC16; 330,000 tested, 0.28% active; inhibition, % at 20 µM;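 active = inhibition of at least 40% at 20 µM, with no more than 30% in the related APOBEC3A deaminase screen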;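 also: plate controls were DMSO wells with A3G for no effect and wells lacking A3G enzyme for full effect; some compounds called inactive have numbers as strong as hits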
# Target sequence (Q9HC16 whole entry, looked up): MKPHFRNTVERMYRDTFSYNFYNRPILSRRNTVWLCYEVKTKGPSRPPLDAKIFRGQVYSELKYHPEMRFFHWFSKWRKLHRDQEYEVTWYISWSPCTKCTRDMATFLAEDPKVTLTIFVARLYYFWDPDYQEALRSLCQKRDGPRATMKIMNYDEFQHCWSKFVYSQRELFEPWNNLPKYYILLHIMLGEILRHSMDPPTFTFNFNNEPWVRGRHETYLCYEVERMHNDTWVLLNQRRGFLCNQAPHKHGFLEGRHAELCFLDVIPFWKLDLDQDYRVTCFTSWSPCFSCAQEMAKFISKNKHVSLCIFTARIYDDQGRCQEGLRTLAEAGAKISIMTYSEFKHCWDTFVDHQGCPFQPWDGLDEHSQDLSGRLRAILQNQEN
# Active calls of the source: *.
SMILES,mIAP inh,MIN6 prolif,hIAP inh,tim10-1 inh,mIAP activ,A3A deaminase,NALP3 yeast inh,TIM10 inh,APOBEC3G inh
Clc1ccc(C2Nc3ccccc3-n3cccc32)cc1 (stereo not drawn),12,3,-6,15,0.88,-3,19,10,-2
O=C(O)CN1C(=O)/C(=C/c2ccccc2Cl)Oc2ccccc21,3,-3,11,0,0.97,3,26,10,-7
CN(C(=O)Cn1cnc([N+](=O)[O-])n1)C1CCCCC1,-5,-1,-8,7,1.1,-6,11,-2,-1
COc1ccc(NC(=S)NCCCN2CCCC2)cc1,2,-1,2,6,0.98,41*,7,4,-2
Cc1[nH]n(C(C)(C)C)c(=O)c1Sc1ccc(Cl)cc1,2,0,14,20,0.98,-3,-29,23,-6
COCCN(C(=O)COC(=O)/C=C/c1ccc2c(c1)OCO2)c1c(N)n(Cc2ccccc2)c(=O)[nH]c1=O,3,0,-8,-15,0.97,1,12,-8,-7
CS(=O)(=O)c1ccc(NCCc2ccccn2)c([N+](=O)[O-])c1,8,2,2,-12,0.92,-1,16,7,-9
Cc1[nH]c2ccccc2c1C(=O)CN1C(=O)NC(C)(c2ccc(Cl)cc2Cl)C1=O (stereo not drawn),-19,-5,8,19,1.2,-2,3,14,-6
COc1ccc(C)cc1NC(C)C(=O)NC(=O)NC1CCCCC1 (stereo not drawn),2,-4,-10,28,0.98,-3,15,23,-1
CCOc1ccc(OCC)c(NC(=O)C2CCN(S(=O)(=O)c3c(C)noc3C)CC2)c1,-11,0,0,24,1.1,0,10,-5,-2
CC(=O)Nc1c(C)ccc(CNC(=O)COc2cc(C)ccc2C)c1C,5,0,16,2,0.95,1,-14,8,0
Cc1ccc2c(c1)CCCN2S(=O)(=O)c1cccc(C(=O)Nc2ccccc2C(=O)O)c1,4,-4,-6,-3,0.96,5,18,20,-5
CCc1c(C)c2c(C)nn(-c3ccccc3)c2[nH]c1=O,6,-1,5,11,0.94,0,7,19,-5
CCOC(=O)[C@H]1[C@H]2COc3ccc(Br)cc3[C@@H]2N2C(=O)c3cc(F)c(F)cc3NC(=O)[C@@]12C,4,-6,14,31,0.96,-4,-1,11,-9
COc1ccc(C)cc1NS(=O)(=O)c1ccc(NC(=O)CN(c2cc([N+](=O)[O-])ccc2C)S(C)(=O)=O)cc1,9,-5,21,6,0.91,2,11,-5,-1
CC1=C/C(=C\C=C(C#N)C#N)N(C)c2ccccc21,24,-3,36*,24,0.76,4,39,17,1
Cc1cc2cc3c(cc2nc1SCC(=O)O)OCCO3,2,-1,12,12,0.98,-6,3,18,-7
COc1ccc(NS(=O)(=O)c2ccc(NC(=S)NC(=O)c3ccc(Br)cc3)cc2)nn1,12,-1,4,19,0.88,-5,20,-9,-10
CCOC(=O)C1CN(c2cc3c(cc2F)c(=O)c(C(=O)O)cn3CC)OC1C(=O)OCC (stereo not drawn),8,-2,-3,-6,0.92,-1,8,8,-4
CC(=O)NS(=O)(=O)c1ccc(NC(=S)Nc2ccccc2)cc1,-1,0,-6,5,1,-5,15,-25,-1
Cc1cnc(NC(=O)CSc2ncc(-c3ccccc3)n2Cc2ccco2)s1,-18,-5,-18,6,1.2,-6,17,17,-5
CCOC(=O)C1CCCN(C2CC(=O)N(c3ccc(NC(C)=O)cc3)C2=O)C1 (stereo not drawn),6,-2,-9,-3,0.94,-2,0,-1,-3
CCNC(=O)COC(=O)CCNC(=O)c1ccc(Cl)cc1,-7,-1,-9,10,1.1,-11,-2,-9,1
CC1CCC(NC(=O)c2cnccn2)CC1 (stereo not drawn),-1,2,8,16,1,3,4,-13,1
CC1CC(=O)N(CC(=O)NCc2ccc(F)cc2)c2ccccc2S1(=O)=O (stereo not drawn),4,2,-16,17,0.96,-6,15,8,-8
O=C(NCc1ccccn1)c1ccc(Cn2c(=S)[nH]c3ccccc3c2=O)cc1,5,-2,-7,15,0.95,0,4,16,-2
O=S(=O)(NCCSCc1ccc(Cl)c(Cl)c1)c1ccc2c(c1)OCCO2,-16,-3,-3,47*,1.2,-3,12,53*,-5
CCOc1ncccc1C(=O)OCC(=O)Nc1nnc(-c2ccccc2)o1,3,5,-8,-6,0.97,6,6,-13,-9
O=C(O)/C(=C\c1ccc(Cl)c([N+](=O)[O-])c1)c1ccc(S(=O)(=O)N2CCCCC2)s1,19,-5,3,31,0.81,4,11,25,0
Cc1cc(C)c(NC(=O)CCn2nnc3ccccc32)c(C)c1,-9,0,2,12,1.1,-3,11,-9,-7
CCCn1nc(NC(=O)c2ccncc2)c2cc3ccccc3nc21,11,1,9,29,0.89,-4,14,18,-6
CCOC(=O)[C@@H]1[C@H]2COc3ccccc3[C@H]2N2C(=O)N(c3cccc(Cl)c3)C(=O)[C@@]12C,-6,-4,-3,27,1.1,-4,9,13,-7
CC(OC(=O)CNC(=O)c1ccccc1F)C(=O)Nc1nc(-c2ccccc2)cs1 (stereo not drawn),7,0,14,4,0.93,2,18,-13,-1
COc1cc([N+](=O)[O-])cc2cc(C(=O)N3CCCC3)c(=O)oc12,7,3,4,5,0.93,0,-1,6,-1
Cc1c(NC(=O)c2ccc3c(c2)OCO3)c(=O)n(-c2ccccc2)n1C,-4,-3,-1,-8,1,-2,13,-1,-1
CC(C)c1ccc(-c2noc(C3CCCN(S(C)(=O)=O)C3)n2)cc1 (stereo not drawn),-3,-3,5,38,1,4,31,34,0
COc1cc(/C=C2/C(=O)NN(c3cccc(C)c3)C2=O)cc([N+](=O)[O-])c1O,22,2,29,-74,0.78,35,-33,-16,12
CCN(CC)Cc1cc(C(C)=O)ccc1OCC(C)C,9,-2,-8,12,0.91,1,-4,-7,-3
CC(C)C(C(=O)Nc1ccncc1)c1ccc(Cl)cc1 (stereo not drawn),1,-3,-20,25,0.99,1,20,12,-5
CCn1nnc(NC(=O)C(C)Oc2ccc(Cl)cc2Cl)n1 (stereo not drawn),0,-2,5,14,1,-6,0,-2,-6
CSc1nc(SC(C)C(=O)O)c2c3c(sc2n1)COC(C)(C)C3 (stereo not drawn),-10,-2,4,4,1.1,0,-2,0,-7
COc1ccc(N2CCN(S(=O)(=O)c3ccc(Cl)c(C(F)(F)F)c3)CC2)cc1,0,0,-3,6,1,-3,6,-9,-1
Cc1ccc(/C=C/C(=O)N2CCN(c3ccc(F)cc3)CC2)o1,5,2,-1,28,0.95,8,28,9,32
CCC(C(=O)OCC(=O)N1CCN(S(=O)(=O)c2ccc(C)cc2C)CC1)c1ccccc1 (stereo not drawn),6,-5,-6,6,0.94,-3,12,5,-5
COc1ccc(CCNC(=O)C2CCN(S(=O)(=O)N3CCCCC3)CC2)cc1OC,3,2,-2,-2,0.97,-1,-1,11,-5
CCCn1nc(Oc2nc(SC)nc(N(C)C)n2)ccc1=O,1,-3,14,19,0.99,-1,1,13,-7
O=C(N/N=C/C=C/c1ccccc1)c1cccs1,9,3,16,-2,0.91,-1,23,33,-10
CCOc1ccc(/C=C/C(=O)CCC(=O)O)cc1,2,-3,16,10,0.98,-2,15,4,-1
O=c1c2ccccc2nc(N2CCN(c3ccccc3)CC2)n1Cc1ccccc1,-3,-2,20,7,1,-2,25,6,-5
CCOCCn1c(SCc2ccccc2)nc2c1c(=O)[nH]c(=O)n2C,-13,-1,-14,22,1.1,-5,12,0,-15

# Later entries.
SMILES,mIAP inh,MIN6 prolif,hIAP inh,tim10-1 inh,mIAP activ,A3A deaminase,NALP3 yeast inh,TIM10 inh,APOBEC3G inh
COc1cc(OC)c(NS(=O)(=O)c2cc(C(=O)OCC(=O)NCC3CCCO3)ccc2OC)cc1Cl (stereo not drawn),-14,-1,-15,-1,1.1,-6,5,-10,-10
Cc1ccc(/C=N/NC(=O)C2(C)CC2(Br)Br)cc1 (stereo not drawn),-9,0,4,27,1.1,0,32,19,0
Cc1ccc(NNc2c(C)nc3ccccc3nc2=O)cc1,14,-3,13,1,0.86,-4,15,19,-7
Brc1ccc(-c2ncc(-c3ccccc3)cn2)cc1,0,-5,-9,-1,1,-1,21,11,-3
CC1(C(=O)Nc2ccc3c(c2)OCCO3)CC1(Cl)Cl (stereo not drawn),6,3,10,14,0.94,-2,5,7,-6
O=C(c1ccc(OCc2cn3ccccc3n2)cc1)N1CCN(S(=O)(=O)c2ccccc2F)CC1,4,1,-4,19,0.96,0,2,3,-3
COc1ccc(NS(=O)(=O)c2cccc3ccccc23)cc1,1,-1,3,8,0.99,4,14,0,1
O=C1NC(Cc2ccccc2)c2nc3ccc(Cl)cc3c(=O)n2-c2cc(Cl)ccc21 (stereo not drawn),10,-2,5,19,0.9,-1,-2,-1,-8
CC1CCCN(C(=O)C2CCN(S(=O)(=O)c3cccc4nsnc34)CC2)C1 (stereo not drawn),6,-1,49*,4,0.94,-3,12,3,-5
Cc1ccccc1NC(=O)N1CCNC(=O)C1CC(=O)Nc1cc(Cl)ccc1Cl (stereo not drawn),2,-1,9,15,0.98,-4,13,12,-6

# By substructure, the entries above with an aryl methoxy group
SMILES,mIAP inh,MIN6 prolif,hIAP inh,tim10-1 inh,mIAP activ,A3A deaminase,NALP3 yeast inh,TIM10 inh,APOBEC3G inh
COc1ccc(NC(=S)NCCCN2CCCC2)cc1,2,-1,2,6,0.98,41*,7,4,-2
COc1ccc(C)cc1NC(C)C(=O)NC(=O)NC1CCCCC1 (stereo not drawn),2,-4,-10,28,0.98,-3,15,23,-1
COc1ccc(C)cc1NS(=O)(=O)c1ccc(NC(=O)CN(c2cc([N+](=O)[O-])ccc2C)S(C)(=O)=O)cc1,9,-5,21,6,0.91,2,11,-5,-1
COc1ccc(NS(=O)(=O)c2ccc(NC(=S)NC(=O)c3ccc(Br)cc3)cc2)nn1,12,-1,4,19,0.88,-5,20,-9,-10
COc1cc([N+](=O)[O-])cc2cc(C(=O)N3CCCC3)c(=O)oc12,7,3,4,5,0.93,0,-1,6,-1
COc1cc(/C=C2/C(=O)NN(c3cccc(C)c3)C2=O)cc([N+](=O)[O-])c1O,22,2,29,-74,0.78,35,-33,-16,12
COc1ccc(N2CCN(S(=O)(=O)c3ccc(Cl)c(C(F)(F)F)c3)CC2)cc1,0,0,-3,6,1,-3,6,-9,-1
COc1ccc(CCNC(=O)C2CCN(S(=O)(=O)N3CCCCC3)CC2)cc1OC,3,2,-2,-2,0.97,-1,-1,11,-5
COc1cc(OC)c(NS(=O)(=O)c2cc(C(=O)OCC(=O)NCC3CCCO3)ccc2OC)cc1Cl (stereo not drawn),-14,-1,-15,-1,1.1,-6,5,-10,-10
COc1ccc(NS(=O)(=O)c2cccc3ccccc23)cc1,1,-1,3,8,0.99,4,14,0,1

# Screening results: PubChem BioAssay, Sanford-Burnham Center for Chemical Genomics
